Fluorescein fluor – compound fluoresces in the fluorescein spectral region. Compound autofluorescence, 480/540 nm, fluorescein-equivalent; hits give high values. max fluorescein-equivalent concentration, M. 59,000 compounds, 0.91% hits; in the data active = max fluorescein-equivalent concentration above about 10 nM; inconclusive = between about 1.1 nM and that limit
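First, buffer (100 mM Tris, pH 8.0) dispensed; second, compounds and fluorescein standards pinned in; third, 15 min room-temperature incubation; finally, imaging at ex 480 nm/em 540 nm. Fluorescence normalized against the six-point fluorescein curve.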
Epigenetic mod – epigenetic GFP locus derepression in mouse cells; AID 597; mouse C127i GFP locus derepression, cytometry, 30 h; 68,000 compounds, 0.09% hits; Potency, µM (highest dose often 46.1 µM), for the others: at the highest dose GFP derepression (activation); active = well fitted curve in the direction sought with a large enough effect; inconclusive = small, poorly fitted or top-dose-only effect; also: % of control where 0% means no effect
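Read-out is the number of GFP-positive cells, scored as fluorescent objects 20 to 120 um wide, reflecting derepression of a silenced CMV-GFP reporter in murine C127i cells after 30 h compound exposure at 37 C.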
A350 autofl – compounds fluorescent in Alexa 350 spectral region; Compound autofluorescence, 340/450 nm, Alexa 350 dye-equivalents; hits give high values; max dye-equivalent concentration, M; 59,000 compounds, 11% hits; AID 590
4MU fluor – compound fluoresces in the 4-MU spectral region | compound autofluorescence, 340/450 nm, 4-MU equivalents; hits give high values | max dye-equivalent concentration, M | 59,000 compounds, 11% hits | AID 589
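Intrinsic fluorescence at 340/450 nm (ex/em) was read after 15 min at room temperature in pH 8.0, 100 mM Tris. Each compound concentration expressed as 4-MU-equivalent concentration from a six-point 4-MU standard series on each plate.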
Starred values were filed as active, the others as inactive; i = inactive; ? = inconclusive; [ ] = another dose, or the depositor's remark. Rule as the data show it, unless noted: active = max dye-equivalent concentration above about 10 nM; inconclusive = mostly about 1.1 nM to 9.6 nM; inactive = weaker than that.

SMILES | Fluorescein fluor | Epigenetic mod | A350 autofl | 4MU fluor
CN=C(c1ccco1)n1c(=S)nc(-c2ccco2)n(C)c1=S | ? | 0%[20.6 µM] | i | i
CCOCCSc1nc2c(c(=O)[nH]c(=O)n2C)n1CCCc1ccccc1 | ? | 1%[20.6 µM] | i | i
COc1ccc(C(=O)CCN2CCCCCC2)cc1 | i | 0%[20.6 µM] | i | i
Cc1cc2nncn2c(Cc2ccccc2)n1 | i | -2%[20.6 µM] | i | i
COC(=O)c1sc(NC(C)=O)c(C(=O)OC)c1C | i | 0%[20.6 µM] | i | i
Fc1ccccc1-c1nc(NCCCN2CCOCC2)c2ccccc2n1 | i | -4%[20.6 µM] | ? | i
COc1nnnc2c1sc1nc(N3CCOCC3)c3c(c12)CC(C)(C)OC3 | ? | 5%[20.6 µM] | i | i
Cc1nc(SCC(=O)Nc2ccc3c(c2)OCO3)c(C#N)c2c1CCCC2 | ? | -4%[20.6 µM] | i | i
COC(=O)c1ccccc1NC(=O)CSc1nnc(-c2ccncc2)o1 | ? | 0%[20.6 µM] | i | i
C=C(C)Cn1c(-c2ccc(OC)cc2)nc2ccccc21 | i | 6%[20.6 µM] | ? | ?
CC(=O)Oc1ccccc1C1OCCN1C(C)=O (stereo not drawn) | i | 3%[20.6 µM] | i | i
Oc1oc(-c2ccco2)nc1C=Nc1cccc(Cl)c1 | i | -2%[20.6 µM] | ? | ?
O=C(Nc1ncn[nH]1)c1c(Cl)ccc(Cl)c1Cl | i | 3%[20.6 µM] | i | i
Cc1nc(SCC(=O)c2ccccc2)c(C#N)c(-c2ccco2)c1C(=O)NCc1ccco1 | ? | ? | ? | i
O=C1NC(c2cccs2)Nc2ccccc21 (stereo not drawn) | ? | 3%[20.6 µM] | 2.2e-07M* | 1.9e-07M*
Cc1noc(COc2ccccc2OCC(O)CNC(C)(C)C)n1 (stereo not drawn) | i | 2%[20.6 µM] | i | i
CC(C)(C#N)C(C)(C)c1nn[nH]n1 | i | 5%[20.6 µM] | i | i
Cn1c(N2CCN(c3ccccn3)CC2)nc2c1c(=O)n(Cc1ccc(Cl)cc1)c(=O)n2C | i | -3%[20.6 µM] | i | i
CCCCc1ccc(NC(=O)CSC2=C(C#N)C(c3ccco3)C3=C(CCCC3=O)N2)cc1 (stereo not drawn) | ? | 2%[20.6 µM] | i | i
O=C(O)C1CSCN1S(=O)(=O)c1cccc2nsnc12 (stereo not drawn) | i | -4%[20.6 µM] | i | i
COc1ccc(C(=O)N2CCCC(c3ccccc3)C2)cc1 (stereo not drawn) | i | 0%[20.6 µM] | i | i
Cc1nnc(SCc2nc3ccccc3[nH]2)s1 | i | -1%[20.6 µM] | i | i
Cc1c(O)c(CN2CCCCC2)cc2c3c(c(=O)oc12)CCC3 | i | 4%[20.6 µM] | 1e-05M* | 9e-06M*
N#Cc1c(N)sc(=S)c2c1CCCCC2 | 3.4e-08M* | 0%[20.6 µM] | 1e-08M* | ?
COc1ccc(CCNc2nc3c(c(=O)n(C)c(=O)n3C)n2C)cc1OC | i | -3%[20.6 µM] | i | i
Oc1ccc2c(c1)C1CCCC1(N1CCOCC1)O2 (stereo not drawn) | ? | 2%[20.6 µM] | i | i
C=CCNc1nc(N2CCOCC2)c(C#N)c2c1CN(C)CC2 | i | 5%[20.6 µM] | 6.2e-08M* | 5.2e-08M*
COc1cccc(-c2nnc3sc(-c4ccccc4)nn23)c1 | i | -2%[20.6 µM] | i | i
Cc1nnc(SCC(=O)N2CCC(C(N)=O)CC2)s1 | i | -4%[20.6 µM] | i | i
CCOc1c(C)cc2[nH]c(CCC(=O)O)nc2c1C | ? | 16%[20.6 µM] | i | i
Fc1cc(F)c(F)c(SCCc2ccncc2)c1F | i | -7%[20.6 µM] | i | i
COC(=O)CSc1nc2sc3c(c2c(=O)n1C1CCCCC1)CCN(C)C3 | ? | 0%[20.6 µM] | 1.4e-07M* | 1.2e-07M*
O=C(C1CCCCC1)N1CCCn2c1nc1ccccc12 | i | -7%[20.6 µM] | i | i
COc1ccc(CC(=O)Nc2cccc(-c3nnc(-c4ccco4)o3)c2)cc1 | i | -8%[20.6 µM] | i | i
CN(CC(O)COc1ccc(OCC(O)CN(C)C2CCCCC2)cc1)C1CCCCC1 (stereo not drawn) | ? | -3%[20.6 µM] | i | i
C=CCOc1nc2c(c(=O)n(Cc3ccc(Cl)c(Cl)c3)c(=O)n2C)n1C | ? | 0%[20.6 µM] | i | i
Cc1cc(C)c(-n2c(O)c(C=NCCN3CCOCC3)c(=O)[nH]c2=O)c(C)c1 | i | 2%[20.6 µM] | i | i
CCOC(=O)c1cnn2c1[nH]c(=O)c1ccccc12 | i | 2%[20.6 µM] | ? | ?
CCC(CC)C1C(C#N)=C(N)Oc2n[nH]c(C)c21 (stereo not drawn) | i | 15%[20.6 µM] | ? | i
c1cncc(-c2nnc3sc(-c4ccco4)nn23)c1 | i | 0%[20.6 µM] | ? | ?
Cc1cccc(-c2nc(C#N)c(NC3CCCCC3)o2)c1 | ? | -2%[20.6 µM] | ? | ?
CCCCCc1ccc(-c2ccc(=O)[nH]n2)cc1 | i | 2%[20.6 µM] | i | i
O=C(NCC(F)(F)F)Nc1nnc(C(F)(F)F)s1 | ? | -2%[20.6 µM] | i | i
CCOC(=O)C1=C(c2ccccc2)NC(SCC(=O)Nc2ccccc2C)=C(C#N)C1c1ccco1 (stereo not drawn) | i | 6%[20.6 µM] | ? | ?
CC1CN(C2CCN(S(=O)(=O)c3ccccc3)CC2)CC(C)O1 (stereo not drawn) | ? | 4%[20.6 µM] | ? | ?
CCCCn1cnc2c(c1=O)c1nc3ccccc3nc1n2Cc1ccc2c(c1)OCO2 | i | 0%[20.6 µM] | 1.8e-08M* | 1.4e-08M*
Cc1cccc(NC(=O)c2cc(N3CCOCC3)nc3ccccc23)c1 | i | 2%[20.6 µM] | 1.1e-07M* | 9.3e-08M*
CCOC(=O)CNC(=O)CCCCCC(=O)NCC(=O)OCC | i | 0%[20.6 µM] | i | i
CC(C)C1=C2OC(N)=C(C#N)C(C#N)=C2C(C)CC1 (stereo not drawn) | ? | 7%[20.6 µM] | 4.5e-07M* | 4e-07M*
C=CCn1c(SCC(=O)c2ccc(NS(=O)(=O)c3ccccc3)cc2)nnc1-c1cccs1 | i | -5%[20.6 µM] | i | i
More entries:
SMILES | Fluorescein fluor | Epigenetic mod | A350 autofl | 4MU fluor
COC(=O)c1ccc(C2/C(=C(/O)c3ccc(OC)cc3)C(=O)C(=O)N2Cc2ccco2)cc1 (stereo not drawn) | i | 0%[20.6 µM] | i | i
C/C(=N\O)c1ccc2[nH]ccc2c1 | i | -4%[20.6 µM] | i | i
Clc1ccc(-n2ncc3c(NCc4ccccn4)ncnc32)cc1 | i | -4%[20.6 µM] | i | i
Cn1c(NCc2ccccc2)nc2c1c(=O)n(Cc1ccccc1)c(=O)n2C | i | 2%[20.6 µM] | i | i
CN1CCN(C(=O)CSc2nc(-c3ccncc3)ccc2C#N)CC1 | ? | 5%[20.6 µM] | ? | ?
c1ccc(Cc2nn[nH]n2)cc1 | i | -6%[20.6 µM] | i | i
COc1cccc(-c2nc(NCc3ccco3)c3ccccc3n2)c1O | ? | 2%[20.6 µM] | i | i
N#Cc1c(N)nc(SCc2ccccn2)c(C#N)c1-c1cccs1 | i | 0%[20.6 µM] | 3.7e-08M* | 3.7e-08M*
c1ccc(C2Nc3ccccc3-c3nc4ccccc4n32)nc1 (stereo not drawn) | i | 4%[20.6 µM] | 2.4e-06M* | 2.1e-06M*
CCOC(=O)CSc1nnc2n(C3CCCCC3)c(=O)c3c4c(sc3n12)CCCC4 | i | 2%[20.6 µM] | i | i
C=CCn1c(N)c(C(=O)OC(C)(C)C)c2nc3ccccc3nc21 | i | -4%[20.6 µM] | 4e-06M* | 3.4e-06M*
CCc1c(C(=O)O)[nH]c2ccc(Br)cc12 | i | -4%[20.6 µM] | i | i
Oc1c(C=Nc2cccnc2)sc2ccccc12 | ? | 0%[20.6 µM] | 4.4e-08M* | 3.6e-08M*
CCC(NC(=O)Nc1nccs1)(C(F)(F)F)C(F)(F)F | i | 5%[20.6 µM] | i | i
Cc1ccc(-c2nn3c(-c4cccc(Cl)c4)nnc3s2)cc1 | i | -6%[20.6 µM] | i | i
CC(=O)OCC(=O)[C@@]1(OC(C)=O)[C@@H](C)C[C@H]2[C@@H]3C[C@H](F)C4=CC(=O)C=C[C@]4(C)[C@@]3(F)[C@@H](O)C[C@@]21C | i | 0%[20.6 µM] | ? | ?
COc1ccc2c(c1OC)C(=O)N1c3ccccc3C(=O)N(c3ccccc3)C21 (stereo not drawn) | ? | 0%[20.6 µM] | i | i
CCC(NC(=O)Nn1cnnc1)(C(F)(F)F)C(F)(F)F | i | 8%[20.6 µM] | i | i
COc1ccc(C2=Nn3c(nnc3-c3ccccn3)SC2)cc1OC | ? | -4%[20.6 µM] | i | i
Cn1c(=O)c2c(nc(Br)n2CCSc2ncccn2)n(C)c1=O | ? | 0%[20.6 µM] | 2.9e-07M* | 2.7e-07M*
Cc1ccc(OCC(=O)N(C)CCc2ccccn2)cc1 | i | 7%[20.6 µM] | i | i
COc1ccc(Nc2nnc(C)c3ccccc23)cc1C(N)=O | i | -3%[20.6 µM] | i | i
Cc1ccc(S(=O)(=O)NC(=O)Nc2ncc3c(n2)CC(c2ccco2)CC3=O)cc1 (stereo not drawn) | ? | 4%[20.6 µM] | i | i
COC(=O)c1c(C)noc1-c1cc(C)on1 | i | -1%[20.6 µM] | i | i
COCCNc1nc2c(c(=O)n(Cc3ccc(OC)cc3)c(=O)n2C)n1C | i | 0%[20.6 µM] | ? | i
N=c1ncn(CC(O)CN2CCOCC2)c2nc(N3CCOCC3)[nH]c12 (stereo not drawn) | i | -4%[20.6 µM] | i | i
C=C(C)CC1N(c2cccc(OC)c2)C(=O)[C@@H]2C(C(=O)O)[C@H]3C=C[C@@]12O3 (stereo partly drawn) | ? | 4%[20.6 µM] | i | i
CCN1CCc2c(C#N)c(NCc3ccccc3)nc(N(CC)CC)c2C1 | i | 2%[20.6 µM] | ? | ?
CC(=O)OCC(=O)[C@@]1(O)CC[C@H]2[C@@H]3CCC4=CC(=O)C=C[C@]4(C)[C@@]3(Cl)[C@@H](Cl)C[C@@]21C | i | -6%[20.6 µM] | ? | i
Cn1ncc(N=Cc2ccccc2O)c1C(=O)N1CCOCC1 | i | -2%[20.6 µM] | i | i
Cc1cc(=O)oc(C)c1C(=O)n1nc(C)c2c1C[C@@H]1[C@H]2C1(C)C | ? | -3%[20.6 µM] | ? | i
Cc1ccc2cc(CN(C(=O)c3ccco3)c3ccccc3)c(=O)[nH]c2c1 | i | 4%[20.6 µM] | i | i
CCOc1ccc(N2C(=O)CC(N)C2=O)cc1 (stereo not drawn) | ? | 10%[20.6 µM] | i | i
Cc1cc(C)n(Cc2ccc(C(=O)NCCC3=CCCCC3)o2)n1 | ? | -2%[20.6 µM] | i | i
CCOc1ccc(C2C(C(=O)c3ccc(C)o3)=C(O)C(=O)N2CCCN(CC)CC)cc1 (stereo not drawn) | i | -4%[20.6 µM] | ? | ?
CC(C)OC(=O)CCNc1n[nH]c(=O)[nH]c1=O | i | 5%[20.6 µM] | i | i
CCOc1ccc(-c2nn3c(-c4ccc(OC)cc4)nnc3s2)cc1 | i | 0%[20.6 µM] | ? | i
CCOC(=O)c1ccccc1OCc1cc(/C=N/n2cncn2)ccc1OC | i | 15%[20.6 µM] | i | i
CCOC(=O)CC(=O)CSc1nc(N)c(C#N)c(-c2ccc(Cl)cc2)c1C#N | ? | 5%[20.6 µM] | 8e-08M* | 6.9e-08M*

High-throughput results (PubChem)

The list is partial, so the mix of outcomes need not match the whole.
